Assay outcomes deposited in PubChem by Johns Hopkins Ion Channel Center.
KCNQ2 inh: KCNQ2 potassium channel inhibitors, primary screen, cell-based, CHO-K1, FluxOR thallium flux, B-score (AID 2156). O88943. 20 min; stronger effect = lower value. B-score at 10 µM. actives 1.1% (n = 310,000);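 active = fluorescence ratio B-score at most minus 3 library SDs, with starting brightness B-score within 2 library SDs, cut at about -5.5 in these data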
Target sequence (O88943 whole entry, looked up): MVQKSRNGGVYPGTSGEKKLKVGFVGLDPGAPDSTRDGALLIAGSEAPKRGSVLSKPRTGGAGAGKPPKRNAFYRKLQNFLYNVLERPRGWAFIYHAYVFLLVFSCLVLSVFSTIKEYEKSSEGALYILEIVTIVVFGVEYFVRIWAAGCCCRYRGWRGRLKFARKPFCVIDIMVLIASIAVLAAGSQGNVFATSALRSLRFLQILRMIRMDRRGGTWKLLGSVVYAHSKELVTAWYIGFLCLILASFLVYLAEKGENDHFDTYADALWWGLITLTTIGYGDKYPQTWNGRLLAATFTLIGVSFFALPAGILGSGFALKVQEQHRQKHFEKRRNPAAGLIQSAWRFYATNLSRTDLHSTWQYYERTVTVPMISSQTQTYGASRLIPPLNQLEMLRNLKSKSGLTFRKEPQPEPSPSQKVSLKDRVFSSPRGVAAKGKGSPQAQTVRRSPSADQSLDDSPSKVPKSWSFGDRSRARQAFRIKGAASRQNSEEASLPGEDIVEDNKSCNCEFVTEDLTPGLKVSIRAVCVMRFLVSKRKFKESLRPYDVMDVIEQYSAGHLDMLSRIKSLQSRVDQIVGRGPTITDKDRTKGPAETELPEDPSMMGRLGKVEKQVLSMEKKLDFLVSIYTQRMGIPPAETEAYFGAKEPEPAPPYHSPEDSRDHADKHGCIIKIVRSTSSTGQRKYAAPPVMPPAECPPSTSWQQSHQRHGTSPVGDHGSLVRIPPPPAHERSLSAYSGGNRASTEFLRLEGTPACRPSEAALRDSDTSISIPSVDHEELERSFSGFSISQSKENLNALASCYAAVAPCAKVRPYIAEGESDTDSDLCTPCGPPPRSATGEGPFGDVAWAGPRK
Kir21 inh: blocks the mouse Kir2.1 inward-rectifier potassium channel; HEK293-Kir2.1, FluxOR thallium flux fluorescence; stronger effect = lower value; actives 0.85% (n = 310,000); B-score at 10 µM; P35561;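 active = fluorescence ratio B-score at or below minus 3 SD of library scores, with starting-brightness B-score within 2 SD, cut at about -4.2 in these data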;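 note: channel flux triggered by added potassium and thallium sulfate stimulus; B-score of peak minus minimum fluorescence over baseline after thallium stimulus; more negative B-score means stronger Kir2.1 block with less thallium influx; some compounds called inactive have numbers as strong as hits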
An asterisk follows results filed as active; i = inactive.

| smiles | KCNQ2 inh | Kir21 inh |
| --- | --- | --- |
| O=C(Nc1ccc(C(=O)NCc2ccccc2)cc1)C1=CSCCO1 | i | 1.53 |
| Cc1ccc(O)c(NS(=O)(=O)c2cccc3nsnc23)c1 | i | 0.75 |
| COc1cc(OC)c(OC)cc1/C=N/n1c(C)nnc1C | i | 0.18 |
| COc1ccc(C(=O)NCC2CCCO2)cc1S(=O)(=O)N1CCCc2ccccc21 (stereo unspecified) | i | -0.02 |
| COCCCNC(=O)Cc1ccc(-n2c(C)nc3cccnc32)cc1 | i | 0.44 |
| CC(=O)Nc1nc2ccc(-c3nc4ccccc4o3)cc2s1 | i | -0.19 |
| Cc1cnc(NC(=O)CSc2nnc(-c3cccs3)n2C)s1 | i | -0.28 |
| CCc1ccc(OCC(=O)OCC(=O)NCCNC(=O)COC(=O)COc2ccc(CC)cc2)cc1 | i | 0.5 |
| COc1ccc(OC)c(S(=O)(=O)N2CCN3CCCC3C2)c1 (stereo unspecified) | i | -1.08 |
| Cc1ccccc1N1CCN(S(=O)(=O)c2cccs2)CC1 | i | 0.95 |
| CCN(CCCNC(=O)C1CCC(=O)N1C(C)C)c1cccc(C)c1 (stereo unspecified) | i | -0.02 |
| COc1ccc(/C(C)=N/NC(=O)CNC(=O)C2COc3ccccc3O2)c(OC)c1 (stereo unspecified) | i | -0.09 |
| CC[C@H](C)[C@H](NS(=O)(=O)c1ccc(C)cc1)C(=O)N1CCC(C(=O)N[C@H](C(=O)O)C(C)C)CC1 | i | 0.37 |
| COc1ccc(CCN(C)C(=O)CSc2nnc(C3CC3)n2N)cc1OC | i | -1.72 |
| CC(NC(=O)C(NC(=O)C(Cc1c[nH]c2ccccc12)NC(=O)OC(C)(C)C)C(C)C)C(N)=O (stereo unspecified) | i | -0.48 |
| COc1cc(CCCN2C(=S)NC[C@@H]2CC2CCCCC2)cc(OC)c1OC | i | -4.3* |
| Cc1nnc(SCC(=O)NC(=O)Nc2ccc3c(c2)OCCO3)n1N | i | 0.01 |
| Cc1ccc(/C(C#N)=C\c2ccc(N3CCOCC3)o2)cc1 | i | -0.68 |
| O=C(NC1CCCc2ccccc21)c1cc(S(=O)(=O)N2CCOCC2)ccc1F (stereo unspecified) | i | 0.94 |
| Cc1c(C(=O)NCc2ccc3c(c2)OCO3)oc2ccc(S(=O)(=O)N3CCC(C)CC3)cc12 | i | -0.04 |
| COc1ccc(COC(=O)c2c(C)nn(-c3ccccc3)c2Cl)cc1 | i | 0.35 |
| COc1ccc(-c2cc(C#N)nc(Oc3ccc(Cl)cc3)n2)cc1 | i | -0.03 |
| O=C(O)C1C2C=CC(C2)C1C(=O)NCCCN1CCCC1=O (stereo unspecified) | i | -0.44 |
| CC(NC(=O)CSC1=NCCS1)c1ccccc1 (stereo unspecified) | i | -0.57 |
| COc1ccc(C)cc1S(=O)(=O)N(C)CC(=O)NC1CCCC1 | i | -1.46 |
| O=C(CC1NCCNC1=O)OCc1ccccc1 (stereo unspecified) | i | -0.48 |
| COc1cccc(C(=O)NCc2ccc3c(c2)OCO3)c1 | i | -0.04 |
| COc1cccc(NC(=O)CSc2c3c(nc4ccccc24)CCCC3)c1 | i | -5.8* |
| O=c1[nH]c2ccccc2c2nc(-c3cccc(S(=O)(=O)N4CCCC4)c3)nn12 | i | 0.29 |
| CCCC(=O)Oc1cccc(C2NC(=O)c3ccccc3O2)c1 (stereo unspecified) | i | -1.26 |
| CCCCN1C=C(C(=O)OC)C(c2ccccc2C(F)(F)F)C(C(=O)OC)=C1 | i | -0.33 |
| CCNC(=O)NC(=O)COC(=O)CCCSc1nc2ccccc2[nH]1 | i | -0.01 |
| Cc1cc(C)cc(C(=O)O/N=C(\N)c2ccc(Br)cc2)c1 | -6.82* | -0.43 |
| COc1ccc(-c2csc(C)n2)cc1 | i | 0.26 |
| O=C(Nc1cc(=O)[nH]c2ncnn12)c1ccccc1 | i | 1.86 |
| COc1cc(NC(=S)NC2CC(C)(C)NC(C)(C)C2)c(OC)cc1Cl | i | -1.4 |
| COCCCN1CC(=O)N2C(c3ccccc3)c3[nH]c4ccccc4c3C[C@H]2C1=O (stereo partly specified) | i | -0.61 |
| COc1cc(NC(=S)NC(=O)c2c(OC)cccc2OC)ccc1NC(=O)c1cccs1 | i | 0.95 |
| CN(C(=O)CC1C(=O)NCCN1Cc1ccc(F)cc1)C1CCOCC1 (stereo unspecified) | i | -2.54 |
| c1cc(N2CCCC2)ccc1C(c1nnnn1C1CCCCC1)N1CCOCC1 (stereo unspecified) | i | 0.33 |
| CC1=NNC(=O)C1CC(=O)N/N=C/C=C/c1ccccc1 (stereo unspecified) | i | 0.88 |
| COC(=O)C1C(c2ccccc2)C(C(=O)N2CCOCC2)C1c1ccccc1 (stereo unspecified) | i | -1.07 |
| CC(CCc1ccccc1)NC(=O)C(Cc1ccccc1)NS(=O)(=O)c1cccs1 (stereo unspecified) | -5.74* | -0.23 |
| Cc1c(/C=N\NC(=O)C2(C)CC2(Cl)Cl)cnn1C (stereo unspecified) | i | -0.89 |
| O=c1cc(/C=C/c2ccccc2)oc2c1ccc1ccccc12 | i | -0.44 |
| Cc1cc(OCC(=O)NCCCn2ccnc2)c2c(C)c(C)c(=O)oc2c1 | i | -1.45 |
| O=C(Nc1cccn(Cc2c(Cl)cccc2Cl)c1=O)c1ccc(Cl)cc1Cl | i | -0.16 |
| Cc1cccc(CC(=O)Nc2ccon2)c1 | i | 0.21 |
| COc1ccc(C)cc1NS(=O)(=O)c1ccc2c(c1)n(C)c(=O)n2C | i | -1.8 |
| c1ccc(-c2nc3nonc3c3nc4ccccc4n23)cc1 | i | -1.69 |

Continuation.
| smiles | KCNQ2 inh | Kir21 inh |
| --- | --- | --- |
| COC(=O)c1c(C)nc(C)c(C(=O)OC)c1-c1cccs1 | i | -0.7 |
| COc1ccc(S(=O)(=O)N2CCOCC2)cc1NC(=O)COc1cccnc1[N+](=O)[O-] | i | 1.58 |
| O=C(N/N=C/C=C\c1ccccc1[N+](=O)[O-])c1cccs1 | i | 0.09 |
| N#C/C(=C(\O)c1ccco1)c1ccccn1 | i | 2.72 |
| Cc1ccc(Cc2cncc(O)c2)cc1S(=O)(=O)O | i | 2.43 |
| O=C(O)CN1C(=O)C2(OCCO2)c2cc(Br)ccc21 | i | -0.13 |
| C/C(=N/NS(=O)(=O)c1ccc(C)cc1)[C@H]1C[C@@H]1c1ccccc1 | i | -0.67 |
| C[n+]1ccccc1Nc1cc([N+](=O)[O-])ccc1N | i | -0.27 |
| COc1ccc(CNC(=O)Cn2ccc([N+](=O)[O-])n2)cc1OC | i | 1.04 |
| CCOC(=O)Nc1cc2c(C)cc(=O)oc2cc1C | i | 0.64 |
| CCN(CC)CCOCCOC(=O)C1(c2ccccc2)CCCC1 | i | -2.73 |
| COc1ccc(C(=O)NCc2cccnc2)cc1S(=O)(=O)N1CCCc2ccccc21 | i | 0.54 |
| Cc1cc(S(=O)(=O)N2CCN(c3c(C)cccc3C)CC2)ccc1F | i | 1.96 |
| CC(C)Cn1c(CNC(=O)c2ccccc2)nc2ccccc21 | i | -2.66 |
| Cc1cc(C(F)(F)F)nc(NCc2cccnc2)n1 | i | 0.84 |
| Cc1c(NC(=O)c2nn3c(C(F)(F)F)cc(-c4ccccc4)nc3c2Br)c(=O)n(-c2ccccc2)n1C | i | -1.2 |
| CCNC(=S)N/N=C/c1c(Cl)cccc1Cl | i | 0.76 |
| CCOc1ccc(S(=O)(=O)Nc2cnc3ccccc3c2)cc1 | i | 1.26 |
| CC(C)c1ccc(C2NC(=S)NC3=C2C(=O)CCC3)cc1 (stereo unspecified) | i | -0.35 |
| COc1ccc(S(=O)(=O)N2CCCCC2C(=O)O)cc1 (stereo unspecified) | i | 0.14 |
| CC(=O)c1cc(-c2ccccc2)n(CC(=O)Nc2cccc(C)c2C)c1C | i | 0.04 |
| COc1cccc(/C=N/NC(=O)CCCc2ccc(OC)c(C)c2)c1 | i | -1.03 |
| CC(/C=N/Nc1nnc(C)c(=O)[nH]1)=C\c1ccccc1 | i | 1.19 |
| CC1(C)C2CCC1(CS(=O)(=O)Nc1ccc(S(=O)(=O)N3CCCCC3)cc1)C(=O)C2 (stereo unspecified) | i | 0.49 |
| CCN1CCN(C(=O)CSc2cc(=O)n(C)c3ccccc23)CC1 | i | 0.13 |
| CCCN(CCC)CCCNC(=O)c1ccc2c(Cl)c3c(nc2c1)CCC3 | i | -2.42 |
| CN(C(=O)c1cccc(N2C(=O)C3CC=CCC3C2=O)c1)C1CCCCC1 (stereo unspecified) | i | 0.95 |
| CCCS(=O)(=O)N1CCCC(C(=O)NCCN(Cc2ccccc2)C(C)C)C1 (stereo unspecified) | i | -1.99 |
| COc1ccc(NC(=O)COC(=O)CCCN2C(=O)c3ccccc3C2=O)cc1Cl | i | 0.83 |
| COC(=O)CNC(=O)COC(=O)c1cc(SC)ccc1Cl | i | 0.85 |
| Cc1cc(C)c2cc(C)c3nnc(SCC(=O)NCc4ccc5c(c4)OCO5)n3c2c1 | i | -1.93 |
| O=C(NN=C1CCCC1)c1ccccc1OCc1ccc(Cl)cc1 | i | 0.08 |
| C[C@H](NC(=O)c1cc2cc(Cl)ccc2n1C)C(=O)N[C@@H](Cc1ccccc1)C(=O)O | i | 1.14 |
| c1ccc(CCNCCCOc2cccc3ccccc23)cc1 | i | -16.3* |
| COc1ccc(-n2c(-c3ccc(Br)cc3)c[n+]3c2CCCCC3)cc1 | i | -0.85 |
| Cc1ccc(-c2nn(-c3ccccc3)cc2C(=O)Nc2cccc(S(=O)(=O)N3CCOCC3)c2)cc1 | i | -0.34 |
| CCn1c(SCC(=O)NCc2ccco2)nc2c1c(=O)n(C)c(=O)n2C | i | 0.46 |
| C/C=C/c1ccc(OCCCCOc2ccccc2F)c(OC)c1 | i | 0.98 |
| Cc1ccc(Cn2c(SCC(=O)Nc3cc(C)on3)nc3ccccc3c2=O)cc1 | i | 0 |
| CC(=O)OC12CC3CC(C1)C(=NO)C(C3)C2 | i | 1.8 |
| O=C(O)CSc1nc2ccccc2c(=O)[nH]1 | i | -0.34 |
| Cc1ccc(S(=O)(=O)N(C)C)cc1NC(=O)C1CCCCC1 | i | 0.22 |
| CN(CC(=O)Nc1cccc(C(F)(F)F)c1)Cc1ccccc1 | i | -0.92 |
| c1ccc(-c2nccc(-c3ccc4c(c3)OCO4)n2)cc1 | i | -0.94 |
| COc1cc(C)nc(Oc2ccc(OCc3ccccc3)nn2)n1 | i | -0.56 |
| NC(=O)C1CC(=O)N(c2ccc(OCc3ccc([N+](=O)[O-])cc3)cc2)C1 (stereo unspecified) | i | -0.24 |
| NS(=O)(=O)c1cnccc1Nc1cccc(Br)c1 | i | 1.76 |
| CCCCCC(C)NC(=O)CN1C(=O)NC(C)(c2ccc3ccccc3c2)C1=O (stereo unspecified) | i | -2.34 |
| O=C(NC(=S)NCCC1=CCCCC1)c1ccccc1Br | i | -2.4 |
| COC(=O)CSc1nnc2c3c4c(sc3nc(-n3nc(C)cc3C)n12)COC(C)(C)C4 | i | 1.62 |

Profiles, looked up by structure. Order of screens: KCNQ2 inh | Kir21 inh
Record of CN(CC(=O)Nc1cccc(C(F)(F)F)c1)Cc1ccccc1 : i | -0.92
Record of O=C(NC(=S)NCCC1=CCCCC1)c1ccccc1Br : i | -2.4
Record of O=C(NN=C1CCCC1)c1ccccc1OCc1ccc(Cl)cc1 : i | 0.08
Record of Cc1ccc(S(=O)(=O)N(C)C)cc1NC(=O)C1CCCCC1 : i | 0.22
Record of Cc1ccc(-c2nn(-c3ccccc3)cc2C(=O)Nc2cccc(S(=O)(=O)N3CCOCC3)c2)cc1 : i | -0.34

More structures.
| smiles | KCNQ2 inh | Kir21 inh |
| --- | --- | --- |
| COc1ccc(OC)c2c1cc(C(=O)N[C@@H](C)C(=O)N[C@@H](C(=O)O)c1ccccc1)n2C | i | 2.19 |
| COC(=O)c1cc(CSc2nc3ccc(C)cc3[nH]2)oc1C | i | 0.97 |
| Cc1cccc(C)c1NC(=O)NC1CC2CCC(C1)N2Cc1cccs1 (stereo unspecified) | i | 1.64 |
| Cc1c(C)c2ccc(OCC(=O)Nc3ccc(S(N)(=O)=O)cc3)c(C)c2oc1=O | i | 0.71 |
| CCN1CCN(CC(=O)N2c3ccccc3CC2C)CC1 (stereo unspecified) | i | -0.08 |
| O=C(NCCC1CCCCN1S(=O)(=O)c1ccc(F)cc1)C(=O)NCc1ccncc1 (stereo unspecified) | i | -0.4 |
| Cc1ccc(O)c(NC(=S)NC(=O)C(C)C)c1 | i | -1.11 |
| COc1ccc(NC(=O)CN(C)C(=O)c2cc(-c3ccccc3)nc3ccccc23)cc1 | i | -1.23 |
| COc1ccc(C2=Nn3c(nnc3-c3ccccc3OC)SC2)cc1OC | i | -1.87 |
| CCOC(=O)c1ccccc1NC(=S)N1CCC(N2CCCCC2)CC1 | i | 0.19 |
| C/C(=N\Nc1ccc(C(F)(F)F)cc1[N+](=O)[O-])C1CC1 | i | 0.85 |
| CN(C)C(/C=C/Nc1ccc(F)cc1)=C(C#N)C#N | i | 1.07 |
| COc1ccc(CC(=O)NNc2ncnc3c2cnn3C)cc1 | i | 2.38 |
| O=C(O)CN1CCN(Cc2ccc(Cl)cc2)C1=O | i | -1.09 |
| COc1cc(CNCc2ccc(OC)c3ccccc23)cc(OC)c1OC | i | -6.99* |
| Nc1ccc(Nc2nc(-c3ccncc3)cs2)cc1 | i | -0.02 |
| CCCN(CCC)S(=O)(=O)c1ccc(C(=O)N2CC3CCC(CC3)C2)cc1 | i | 1.84 |
| CCOC(=O)c1c(NC(=O)CSc2nnc(CNc3ccc(OC)cc3)n2C)sc(C)c1C | i | -2.12 |
| Cn1c(NC(=O)c2ccco2)c(-c2ccc(Cl)cc2)c(=O)c2ccccc21 | i | 0.66 |
| COc1ccc(NC(=O)CCCC2=NS(=O)(=O)c3ccccc3N2)cc1 | i | -2.11 |
